PriA SSB inh – blocks PriA binding to SSB C-terminal tail | 0.6% of 430,000 active | AlphaScreen SSBct-PriA binding, biotinylated peptide | inhibition, % at 33 µM; in the data active = inhibition mostly above about 37%, no sharp cut-off; inactive = mostly below about 20%;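 also: plate controls were negative control peptide for no effect and reference peptide for full effect; strong numbers were not always called active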
Active calls of the source: *; & = joins results of further samples. Only part of the results is shown; count on the stated rates, not on these rows.

SMILES	PriA SSB inh
Cc1cc2ncn(CC3CCN(C(=O)COc4ccc(F)cc4)CC3)c2cc1C	10.0
COc1cccc(OC)c1C(=O)NCC(c1ccc2c(c1)CCCN2C)N1CCCCC1 (stereo not given)	-14.0
COc1ccc(C2=NN(C(=O)CSc3c(C)[nH]c4ccccc34)C(c3ccc(F)cc3)C2)cc1 (stereo not given)	-19.0
COc1cc(C(=O)NN2C(=O)c3ccccc3C2=O)cc(OC)c1OC	1.0
O=C(Cc1ccc(NS(=O)(=O)c2ccc(OC(F)(F)F)cc2)cc1)N1CCC(O)CC1	-6.0
COc1cccc(-c2nc(CSc3n[nH]c(=O)c4cc(-c5cccs5)nn34)c(C)o2)c1OC	-2.0&8.0
O=S(=O)(N=C(Nc1ccc(Cl)c(S(=O)(=O)N2CCOCC2)c1)c1ccc(F)cc1)c1ccccc1	7.0
N#Cc1c(NC(=O)CCCS(=O)(=O)c2ccc(F)cc2)sc2c1CCC2	6.0
CCn1c(Cc2nnc(SCc3ccc(Cl)c(Cl)c3)n2CC)nnc1SCc1ccc(Cl)c(Cl)c1	-11.0&-8.0
CC1CCCCC1NC(=O)c1nnn(Cc2ccccc2)c1-c1ccncc1 (stereo not given)	-12.0
NS(=O)(=O)c1ccc(CCNC(=O)Cc2csc(SCc3ccc(Cl)cc3)n2)cc1	-1.0
O=C(Cc1csc(Nc2ccc(F)cc2)n1)NCc1ccc2c(c1)OCO2	-16.0&5.0
O=C(Nc1ccccc1-c1nc2ccccc2s1)c1nc2ccccc2s1	-6.0
COC(=O)c1ccc(C(=O)NCC[C@H](O)c2cccc3ccccc23)cc1	-6.0
O=C(NCC1CCCN(c2nccs2)C1)c1cc2ccccc2o1 (stereo not given)	13.0
O=C(Cn1nnc(-c2ccccc2Cl)n1)NN=Cc1ccc2c(c1)OCO2	-6.6
O=C(O)c1ccc(S(=O)(=O)N=C2C=C(Nc3ccccc3F)C(=O)c3ccccc32)cc1	53.3
CCCOc1cccc(-c2cc(C(=O)NN=Cc3cccnc3)c3ccccc3n2)c1	-10.8
Cc1cc(C)nc(NS(=O)(=O)c2ccc(NC(=O)c3sc4nc5c(cc4c3N)CCCC5)cc2)n1	-17.0
Cc1ccc(NC(=O)CN2CC(c3nc(-c4ncccn4)no3)C2)cc1Cl	-12.0
COc1ccc(C(=O)NN=Cc2sc3ccccc3c2O)cc1	82.5
COc1ccc(S(=O)(=O)Nc2ccc(Nc3cc(-n4ccnc4)nc(C)n3)cc2)c(C)c1C	-3.0
COc1ccc(CCNC(=O)C(C#N)c2nc3ccccc3nc2N2CCCC2)cc1OC (stereo not given)	9.0
CCOC(=O)CCCc1ccc(C(C)=NNC(=S)NC)cc1	8.5
Cc1ccccc1NC(=O)C1CN(C(=O)c2cnccn2)C1	-16.0

Among those listed so far, these contain a cyano group.
SMILES	PriA SSB inh
N#Cc1c(NC(=O)CCCS(=O)(=O)c2ccc(F)cc2)sc2c1CCC2	6.0
COc1ccc(CCNC(=O)C(C#N)c2nc3ccccc3nc2N2CCCC2)cc1OC (stereo not given)	9.0

The list continues:
SMILES	PriA SSB inh
CCCCCCC(=O)NN=Cc1c(O)n(C2CC2)c(=S)[nH]c1=O	-10.6
CCn1c(=O)[nH]c2c(C(=O)N3CCN(c4cc(Cl)ccc4C)CC3)snc2c1=O	-4.0
Cc1cc(C)c2c(c1)c(=O)c1c(n2C)CCN(C(=O)Nc2ccccc2C)C1	7.0
COC(=O)Nc1ccc(S(=O)(=O)N2CC(N3C(=O)C4CC=CCC4C3=O)C2)cc1 (stereo not given)	-1.0
Cc1nc2sc(C)c(C)n2c(=O)c1NC(=O)c1ccco1	-25.0&-9.0
COc1cccc(C=NNC(=O)CCC(=O)Nc2ccc(Br)cc2)c1	-2.5
CC(C)C(=O)N1CCCc2ccc(NC(=O)C(=O)NC[C@H](O)c3ccoc3)cc21	-3.0
Cn1cnnc1S(=O)(=O)C1CCN(C(=O)CSCc2ccccc2)CC1	-15.0
O=C(O)C[C@H](CC(=O)Nc1ccc(CC(=O)N2CCOCC2)cc1)c1cccs1	-6.0
O=C(NCc1cc(-c2cc3ccccc3o2)on1)c1cc2ccccc2o1	-14.0
CSc1ccccc1NC(=O)CC1Nc2cc(C)c(C)cc2NC1=O (stereo not given)	9.0
CO[C@@H](CNC(=O)c1ccsc1)c1ccc(Cl)s1	-5.0
COc1ccc(C(C)=NNC(=O)c2ccc(N(C)C)cc2)cc1	-3.6
O=C(NCC1(c2cccs2)CC1)c1ccc(F)cc1Cl	-13.0
O=C(Cc1cc(-c2ccc3c(c2)OCCO3)on1)NC[C@H]1CCCO1	-3.0
O=C(CNC(=O)c1cccs1)NN=Cc1ccc(O)cc1O	5.4
O=C(Cc1c[nH]c2ccccc12)NCc1ccnc(-c2cccs2)c1	-2.0
COc1ccc(C2C(C(C)=O)=C(C)N=c3sc(=Cc4cc(C)n(C)c4C)c(=O)n32)c(OC)c1 (stereo not given)	3.5
CN1CCC(N(C)C(=O)Cc2csc3nc(-c4ccccc4)cn23)CC1	-3.0
Cc1cccnc1Nc1nc(-c2ccc3nsnc3c2)cs1	0.0
C=CCN1CC[C@]23c4c5ccc(O)c4O[C@H]2C(=NNC(=O)c2ccccc2)CC[C@@]3(O)[C@H]1C5	1.8
CS(=O)(=O)N1C2CCC1CC(NC(=O)Nc1ccc(Cl)c(Cl)c1)C2 (stereo not given)	-11.0
Cc1ccc(NC(=S)NN=Cc2c(C)nn(-c3ccccc3)c2N2CCCC2)cc1	9.3
COc1ccc(-c2noc(CN3N=NC4C(=O)N(c5ccc(F)c(Cl)c5)C(=O)C43)n2)c(OC)c1 (stereo not given)	6.0
COc1ccc(C2(O)C[n+]3ccccc3N2c2ccccc2)cc1 (stereo not given)	-23.0
SMILES	PriA SSB inh
COC(=O)c1c(NC(=O)c2cc(=O)c3ccccc3o2)sc2c1CCN(Cc1ccccc1)C2	5.0
O=C(CSc1cn(CCNC(=O)c2cccs2)c2ccccc12)Nc1ccc(F)cc1F	-4.0
CCN1C(=O)NC2(CCN(S(=O)(=O)c3c(C)noc3C)CC2)C1=O	-3.0
CO[C@@](C)(CNC(=O)CCc1ccc(C(F)(F)F)cc1)c1ccccc1F	3.0
CC(CC(=O)Nc1ccccn1)=NNC(=O)C(=O)Nc1cccc(Cl)c1C	-3.8
O=C(Nc1nc(-c2cc([N+](=O)[O-])cs2)cs1)c1ccc(Br)o1	-2.0
NC(=O)c1ccsc1NC(=O)COc1ccc(Cl)cc1Cl	-3.0
CC(=O)N1CCc2cc(S(=O)(=O)NCCCn3nc(-c4ccco4)ccc3=O)ccc21	-6.0
O=C(Nc1ccc2c(c1)N(S(=O)(=O)c1ccc(F)cc1)CCC2)c1cnc2ccccc2n1	1.0
O=C(Cn1ccc(C(F)(F)F)n1)NN=Cc1cccs1	5.3
Oc1ccc(C2C=CCC2)cc1 (stereo not given)	10.0
CC[C@@H](C(=O)N1CCN(CCn2ccnc2-c2ccccc2)CC1)c1ccccc1	-5.0
CC(C)CNC(=O)CC1CSc2nc(C(C)C)cc(=O)n21 (stereo not given)	-17.0
CCCc1nnsc1C(=O)Nc1nc2c(s1)C(=O)NCCC2	-5.0
O=C(NCCn1ccc(-c2ccccn2)n1)C1(c2ccc(Cl)cc2)CCCC1	10.0
NC(=O)c1ccsc1	-17.0
CN1CCN(C(=O)CCCSc2ccc(NC(=O)c3ccc(F)cc3)nn2)CC1	-2.0
O=C(Cc1csc(NC(=O)C2CC2)n1)NCc1c(F)cccc1F	-1.0&-1.0
O=C(NCCC(O)c1ccco1)c1ccc(C(F)(F)F)cc1 (stereo not given)	-15.0
O=C(NCCN1CCC(O)CC1)Nc1ccc(F)cc1	4.0
COC(=O)c1cc(OCC(=O)Nc2cccc(Cl)c2C)c2cc(OC)c(OC)cc2n1	1.0
c1cc(-c2nnc3sc(-c4ccc5c(c4)OCCCO5)nn23)ccn1	-9.0
COc1ccc(NC(C)=O)cc1NC(=O)c1csc2nc(-c3ccc(F)cc3)cn12	4.0
COc1cc(C=NN(C)c2ccccc2)cc(Cl)c1O	-6.3
COc1cccc(S(=O)(=O)NCC(=O)Nc2ccc(Cl)c(C(F)(F)F)c2)c1	-7.0

Pulled by compound from above:
SMILES	PriA SSB inh
CC(=O)N1CCc2cc(S(=O)(=O)NCCCn3nc(-c4ccco4)ccc3=O)ccc21	-6.0
COc1cccc(S(=O)(=O)NCC(=O)Nc2ccc(Cl)c(C(F)(F)F)c2)c1	-7.0

(next part)
SMILES	PriA SSB inh
Cc1cc(C)c(NC(=O)Cn2ccc(-c3ccccc3)n2)c(C)c1	-2.0
O=C(Nc1nnc(-c2ccc(Br)s2)o1)c1cc2ccccc2oc1=O	-8.0
Cc1cc(=O)c2cc(N(C)C)ccc2[nH]1	-1.0
COc1ccc(C2=NN(C(=O)CSc3nnc(CNC(=O)c4ccco4)n3-c3ccccc3OC)C(c3ccc(F)cc3)C2)cc1 (stereo not given)	15.0
O=C(NCCN1CCC(c2cccs2)CC1)Nc1cccs1	3.0
O=C(NCC[C@H](O)c1cccs1)C(=O)Nc1ccc2c(c1)CCCN2C(=O)c1cccs1	-5.0
Cc1cc(C)cc(NC(=O)NCCOc2ccc3nnc(-c4ccc(F)cc4)n3n2)c1	6.0
O=C(c1cncc(Br)c1)N1CCC(c2nnc(-c3ccsc3)o2)CC1	-5.0
O=c1c2ccccc2nc(SCc2cccc(F)c2)n1CCn1c(SCc2cccc(F)c2)nc2ccccc2c1=O	-16.0
Cc1cc(C)c(S(=O)(=O)NCC2COC3(CCCC3)O2)c(C)c1 (stereo not given)	-2.0
CCOc1ccccc1C(=O)N1CCN(c2ccc(-n3ccnc3C)nn2)CC1	-3.0
COc1ccc2cc(C(=O)NCC3CCCN3c3nc4ccccc4o3)[nH]c2c1 (stereo not given)	4.0
O=C(Nc1nnc(-c2ccno2)o1)c1ccc(C(=O)c2ccccc2)cc1	-16.0
COc1ccccc1[C@H](CNC(=O)c1ccccc1Cl)OC	-14.0
O=C(c1ccc(Br)cc1)N(Cc1ccccc1)Cc1ccco1	-8.0
O=C(CSc1nc2c(-c3ccccc3)c[nH]c2c(=O)[nH]1)Nc1cccc(F)c1	-2.0
COC(=O)c1sccc1S(=O)(=O)N1CCS[C@H](c2ccccc2)CC1	-14.0
COc1ccccc1C(=O)NN=C1NC(=O)CC(C(=O)Nc2ccccc2)S1 (stereo not given)	-9.6
COc1ccc(N2C(=O)CCS2(=O)=O)cc1S(=O)(=O)NC1CCCC1	-6.0
COc1cc(NC(=O)c2ccc(Br)o2)ncn1	-3.0
COc1ccc2nc(NC(=O)c3ccc(S(=O)(=O)N(C)C4CCCCC4)cc3)sc2c1	-16.0
COc1cccc(NC(=O)C(=O)NCCc2ccco2)c1	4.0
O=C(CCSc1ccccc1)NCC1CCCN1c1ccccc1 (stereo not given)	23.0
Cc1noc(CNC(=O)CC2CCCC2)n1	0.0
CC1CC(C)CN(S(=O)(=O)c2c(F)cccc2F)C1 (stereo not given)	-8.0

Next section; it opens with the 3 that closed the last part.
SMILES	PriA SSB inh
O=C(CCSc1ccccc1)NCC1CCCN1c1ccccc1 (stereo not given)	23.0
Cc1noc(CNC(=O)CC2CCCC2)n1	0.0
CC1CC(C)CN(S(=O)(=O)c2c(F)cccc2F)C1 (stereo not given)	-8.0
Cc1cc(C(=O)Nc2ccc3nc(N4CCN(C)CC4)sc3c2)n(C)n1	-17.0
CCOC(=O)Cc1csc(/C(=N\O)C(N)=O)n1	-3.0
O=C(CSc1ccc(-c2ccco2)nn1)N1CCOCC1	-11.0
COC(=O)c1sccc1NN=Cc1cccc(Oc2ccccc2)c1	-26.9
O=C(NCCC1=CCCCC1)C(=O)NCCC(c1ccccc1)c1ccccc1	-11.0&4.0
CCOc1ccc(NC(=O)NCC#CCN(C)C)cc1	0.0
ON=C1CCCc2oc3c(c21)CCCC3	-11.2
COc1cc(C(C)=O)ccc1OC[C@@H](O)Cn1cccn1	-6.0
COc1cccc(-c2csc(/C(C#N)=C/Nc3cccc([N+](=O)[O-])c3)n2)c1	-2.0
CC(C)(C)NC(=O)CSc1nc2c(cnn2-c2ccc(Cl)cc2)c(=O)[nH]1	0.0
CCCn1nc(-c2cccs2)c2sc(N3CCOCC3)nc2c1=O	-18.0
C#CCn1c(=NC(=O)c2ccnn2C)sc2cc(F)cc(F)c21	-1.0
C=CCN(CC=C)S(=O)(=O)c1ccc(C(=O)Nc2ccccc2C(=O)Nc2ccc(C)cc2C(=O)c2ccccc2)cc1	-6.0
CC(Oc1cc2oc(=O)c3c(c2cc1Cl)CCC3)C(=O)N1C[C@H]2C[C@H](C1)c1cccc(=O)n1C2 (stereo not given in full)	4.1
CC(=O)Nc1ccc(NC(=O)c2ccc(=O)n(C)n2)cc1	-3.0
COc1ccc(C(=O)NC[C@@](O)(c2cccs2)C2CC2)cc1F	0.0
O=C(CCCS(=O)(=O)Cc1ccccc1)N(Cc1ccccc1)c1nc2c(F)cc(F)cc2s1	-4.0
CCc1nnc(NC(=O)CSc2ncc(-c3ccc(Cl)cc3)n2C)s1	-12.0
O=C(CSC1CCCC1)Nc1cccc2ccc(-n3cccc3)nc12	-15.0
COc1ccc2sc(N(Cc3cccnc3)C(=O)c3cccc(F)c3)nc2c1	-19.0
O=C(NCCN1CCOCC1)C(=O)Nc1ccc(Cl)cc1	-31.0
O=C(Nc1nc(-c2cc3ccccc3o2)cs1)c1ccc2ncsc2c1	-11.0
O=S(=O)(NCC1(c2cccs2)CCOCC1)c1cccnc1	-13.0
N#Cc1ccccc1NC(=O)C(=O)NCCc1ccco1	2.0

Sorted by molar mass (rising): 7 of the compounds above.
SMILES	PriA SSB inh
N#Cc1ccccc1NC(=O)C(=O)NCCc1ccco1	2.0
COc1cc(C(C)=O)ccc1OC[C@@H](O)Cn1cccn1	-6.0
O=C(NCCN1CCOCC1)C(=O)Nc1ccc(Cl)cc1	-31.0
O=S(=O)(NCC1(c2cccs2)CCOCC1)c1cccnc1	-13.0
O=C(NCCC1=CCCCC1)C(=O)NCCC(c1ccccc1)c1ccccc1	-11.0&4.0
COc1ccc2sc(N(Cc3cccnc3)C(=O)c3cccc(F)c3)nc2c1	-19.0
C=CCN(CC=C)S(=O)(=O)c1ccc(C(=O)Nc2ccccc2C(=O)Nc2ccc(C)cc2C(=O)c2ccccc2)cc1	-6.0
